Screening results from PubChem.
Neddyl block: blocks human cullin neddylation. P61081+Q13564. TR-FRET cullin neddylation, biochemical. calls only at 25 µM. 360,000 compounds, 0.58% hits; in the data active = inhibition above about 36%
eLon inh: inhibitors of E. coli Lon protease | purified E. coli Lon protease, fluorescence polarization | inhibition, % at 7.94 µM | P0A9M0 | 360,000 compounds, 0.42% hits; in the data active = inhibition above about 13%, passing the limit was not always enough;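 also: 0% = enzyme with probe and DMSO and 100% = no enzyme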
SKN-1 inh: blocks SKN-1 activity in C. elegans; C. elegans VP596 Pgst-4::GFP/RFP ratio, acrylamide-induced, 24 h; inhibition, % at 21.8 µM; 360,000 compounds, 0.49% hits; AID 624304;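 active = interference check ratio from 0.5 to 1.5 plus GFP to RFP signal ratio inhibition reaching or exceeding a fixed threshold, cut at about 30% in these data, passing the limit was not always enough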; also: some compounds called inactive have numbers as strong as hits
MsrA inh: bovine MsrA inhibition; 360,000 compounds, 0.75% hits; inhibition, % at 15.5 µM; purified bovine MsrA, absorbance read-out; in the data active = inhibition above about 4.5%;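 also: 0% = vehicle wells with enzyme and 100% = reference inhibitor wells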
MT1-MMP act inh: blocks activation of human MT1-MMP; GFP/RFP ratio change, % at 20 µM; AID 651647; P50281; HT1080 RFP-PRO-GFP cells, GFP/RFP ratio fluorescence, overnight; percent of plate control window, DMSO zero; 360,000 compounds, 0.061% hits;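 active = GFP/RFP ratio change of at least 30% with cell ATP level not reduced by more than half and red fluorescence within 50% of control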; also: strong numbers were not always called active
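Assay system – RFP-PRO-GFP reporter HT1080 cells · Compound dosing – single dose of 20 µM compound, 1% DMSO final · Incubation – overnight compound exposure at 37 °C · Measure – GFP/RFP fluorescence ratio · Benchmarks – DMSO wells and RFP-L50D-GFP cells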
Rin1-Abl PPI inh: human Rin1-Abl interaction inhibition; P00519+Q13671; TR-FRET Rin1/Abl binding, biochemical; inhibition, % at 7.35 µM; 360,000 compounds, 0.4% hits; in the data active = inhibition above about 5%, passing the limit was not always enough
MsrA act: bovine methionine sulfoxide reductase A activation | purified bovine MsrA, absorbance read-out | activation, % at 10.6 µM | 360,000 compounds, 0.3% hits; in the data active = activation above about 7.5%;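 also: 0% = vehicle and 100% = reference activator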
CendR NRP1 mod: modulators of CendR peptide binding to human neuropilin-1 | inhibition, % at 25 µM | FAM-RPARPAR peptide binding to NRP-1, fluorescence polarization | 360,000 compounds, 0.85% hits | AID 602438;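 active = inhibition or corrected inhibition above about 18%, plus a signal ratio from 0.5 to 1.5, limit read from the data, passing the limit was not always enough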; also: strong numbers were not always called active
Target sequence (O14786 whole entry, looked up): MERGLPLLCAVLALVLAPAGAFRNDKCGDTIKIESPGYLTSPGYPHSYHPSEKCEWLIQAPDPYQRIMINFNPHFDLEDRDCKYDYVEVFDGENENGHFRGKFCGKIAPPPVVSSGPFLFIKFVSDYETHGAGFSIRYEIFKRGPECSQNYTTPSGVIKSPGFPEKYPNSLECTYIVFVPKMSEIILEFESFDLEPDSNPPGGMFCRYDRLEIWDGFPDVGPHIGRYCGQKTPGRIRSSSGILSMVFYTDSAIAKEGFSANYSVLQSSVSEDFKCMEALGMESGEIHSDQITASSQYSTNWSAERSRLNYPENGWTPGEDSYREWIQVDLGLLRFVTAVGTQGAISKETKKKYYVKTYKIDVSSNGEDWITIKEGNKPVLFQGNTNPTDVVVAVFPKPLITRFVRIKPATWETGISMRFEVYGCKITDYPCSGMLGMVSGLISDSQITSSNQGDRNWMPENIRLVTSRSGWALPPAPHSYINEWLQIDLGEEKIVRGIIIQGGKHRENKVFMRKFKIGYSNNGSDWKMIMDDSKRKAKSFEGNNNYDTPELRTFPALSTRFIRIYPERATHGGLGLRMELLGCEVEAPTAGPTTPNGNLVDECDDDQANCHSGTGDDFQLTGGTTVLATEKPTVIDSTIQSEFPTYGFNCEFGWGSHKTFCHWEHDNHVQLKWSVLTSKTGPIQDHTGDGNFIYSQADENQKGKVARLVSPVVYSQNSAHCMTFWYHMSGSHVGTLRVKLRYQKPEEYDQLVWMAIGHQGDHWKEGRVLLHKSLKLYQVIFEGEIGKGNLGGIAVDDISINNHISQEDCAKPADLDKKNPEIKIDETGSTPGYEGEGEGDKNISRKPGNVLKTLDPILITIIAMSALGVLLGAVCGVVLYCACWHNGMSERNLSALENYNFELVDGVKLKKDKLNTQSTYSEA
FAS TE block: blocks the thioesterase domain of human fatty acid synthase | recombinant FAS-TE, OMFH fluorogenic substrate, fluorescence endpoint | P49327 | 360,000 compounds, 0.67% hits | inhibition, % at 15 µM;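 active = compounds whose normalised, plate-corrected inhibition of enzyme fluorescence in the single-dose primary screen is 50% or more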;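 also: 0% = DMSO with enzyme and 100% = substrate without enzyme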
Active calls of the source: *; i = inactive; · = not tested or not shown; + = active, no number.

SMILES	Neddyl block	eLon inh	SKN-1 inh	MsrA inh	MT1-MMP act inh	Rin1-Abl PPI inh	MsrA act	CendR NRP1 mod	FAS TE block
COc1cc(OC)cc(C(=O)N=c2sc3ccccc3n2C)c1	i	-5	-16	1.3	-1	-2	-2	-4	0
CN(C)S(=O)(=O)c1ccc(C(=O)Nc2nnc(-c3ccco3)o2)cc1	i	3	1	2.1	0	1	0	-3	-7
C[C@H]1CN=C(N(C)C)N1CCc1cccc(F)c1	i	5	3	-0.2	4	1	-5	10	-10
CC(C)c1ccc(NC(=O)COC(=O)[C@H](CCC(N)=O)NC(=O)c2ccc(F)cc2)cc1	i	-5	0	-0.9	5	3	-2	-6	9
CCCCOc1ccc(/C(O)=C2/C(=O)C(=O)N(CCN(C)C)C2c2ccc(O)c(OC)c2)cc1 (stereo not drawn)	i	-2	-8	8.1*	4	3	-2	5	-5
COc1ccc(S(=O)(=O)N2C[C@H]3CON(C)[C@H]3C[C@H]2c2cccc(Br)c2)cc1	i	5	-1	0.3	0	-4	-2	-10	0
COc1ccc(CCn2c(NCc3ccco3)nc3c2c(=O)[nH]c(=O)n3C)cc1	i	-6	24	0.7	-1	-2	1	11	3
CCCn1c(=O)n(C)c(=O)c2c(SCC(=O)NCc3ccco3)nc(C3CC3)nc21	i	-11	-1	·	-9	4	-7	-19	1
N#C/C(=C\Nc1ccccc1SC(F)(F)F)c1nc(-c2ccc(Cl)cc2)cs1	i	8	-1	0.7	-6	1	-3	-30	40
Cc1ccc(S(=O)(=O)NCc2ccc3c(c2)OCO3)cc1C	i	2	-25	-0.9	4	-1	-10	-3	8
CN(C(=O)Cn1c(=O)oc2cc(S(=O)(=O)N3CCCC3)ccc21)C1CCCCC1	i	-8	13	-0.9	-3	0	-3	-1	0
Oc1cccc(N2Cc3ccccc3C2)c1	i	0	15	·	-3	4	-3	-10	-3
Cn1c(=O)[nH]c(=O)c2c1nc(SCCN1CCCCC1)n2CCCc1ccccc1	i	0	-4	-0.9	-4	-2	-2	6	0
COc1ccc(CCNC(=O)C(=O)NCC2OCCN2S(=O)(=O)c2ccc3c(c2)OCCO3)cc1 (stereo not drawn)	i	-7	4	0.1	3	3	-4	3	2
CCOC(=O)N1CCN(C(=O)C2CC(=O)N(c3ccccc3)C2)CC1 (stereo not drawn)	i	-1	-3	0.4	3	-2	-4	-17	-5
COCCNC(=O)C1(C)CCCN(C(=O)c2ccc(C#N)cc2)C1 (stereo not drawn)	i	-12	21	-0.9	-2	-1	-4	-2	-10
O=C(COc1ccc(Br)cc1)Nc1ccc(Cc2ccncc2)cc1	i	-7	-7	0.6	2	4	-2	7	0
COC(=O)c1cccc(NC(=O)COC(=O)CSc2nc(C)cc(C)n2)c1	i	-1	-9	-1.5	-2	-1	-4	7	-12
CCc1ccccc1NS(=O)(=O)c1c(C(=O)N2CCCCCC2)c(C)n(C)c1C	i	-9	-3	0.4	2	-4	1	9	-1
O=C(Nc1cccc2oc(=O)ccc12)c1ccc([N+](=O)[O-])cc1[N+](=O)[O-]	i	8	2	0.7	10	3	-9	-9	-6
C[C@@]12C(=O)N(c3cccc(Br)c3)C(=O)N1[C@H](c1ccc(Cl)cc1)[C@@H]1C(=O)N(C3CCCCC3)C(=O)[C@@H]12	i	0	11	3.0	-11	0	-4	4	94*
CCCCn1nnnc1C(c1cc2ccccc2o1)N1CCN(c2ccncc2)CC1 (stereo not drawn)	i	2	12	-0.2	2	·	-6	0	-42
O=C(C1CCCN(S(=O)(=O)c2cnc[nH]2)C1)N1CCN(c2ccc(Cl)cc2)CC1 (stereo not drawn)	i	1	4	0.1	-2	1	-3	0	-20
C[C@H](NC(=O)c1nc[nH]c1C(=O)NCc1ccccc1)c1ccccc1	i	-7	13	-0.4	3	-3	3	13	11
O=C(NC1CCCCC1)c1cccc(COCC(F)(F)F)c1	i	-2	3	0.1	0	2	-2	-6	1
CCC1S/C(=N/N=C/c2ccco2)N(Cc2ccccc2)C1=O (stereo not drawn)	i	1	-8	0.4	-2	1	-1	-11	22
COc1nc(-c2ccc(Cl)cc2)ccc1-c1noc(-c2cccs2)n1	i	-11	18	-0.8	-3	3	-4	49*	1
COc1ccc(-c2cc(C(=O)NCc3cccnc3)no2)cc1	i	3	12	1.7	0	-3	-10	2	-10
COc1cc2c(cc1OC)CN(C(=S)Nc1ccc(OC(F)F)cc1)CC2	i	-1	-6	-0.5	5	1	-9	-2	3
O=C(NCc1ccccc1)c1cccc(NC(=O)C2CCC2)c1	i	-6	-12	0.3	-2	-3	-4	-4	-4

Entries above with bromine (three):
SMILES	Neddyl block	eLon inh	SKN-1 inh	MsrA inh	MT1-MMP act inh	Rin1-Abl PPI inh	MsrA act	CendR NRP1 mod	FAS TE block
COc1ccc(S(=O)(=O)N2C[C@H]3CON(C)[C@H]3C[C@H]2c2cccc(Br)c2)cc1	i	5	-1	0.3	0	-4	-2	-10	0
O=C(COc1ccc(Br)cc1)Nc1ccc(Cc2ccncc2)cc1	i	-7	-7	0.6	2	4	-2	7	0
C[C@@]12C(=O)N(c3cccc(Br)c3)C(=O)N1[C@H](c1ccc(Cl)cc1)[C@@H]1C(=O)N(C3CCCCC3)C(=O)[C@@H]12	i	0	11	3.0	-11	0	-4	4	94*

(cont.)
SMILES	Neddyl block	eLon inh	SKN-1 inh	MsrA inh	MT1-MMP act inh	Rin1-Abl PPI inh	MsrA act	CendR NRP1 mod	FAS TE block
O=C(NCC(c1cccnc1)N1CCN(c2ccccc2)CC1)OCc1ccccc1 (stereo not drawn)	i	-9	7	0.7	-3	0	0	0	-2
CN(C)c1nc(OCCNC(=O)Nc2ccc(Cl)cc2)nc(N(C)C)n1	i	11	14	-1.0	-1	3	-2	11	2
O=C(CN1C(=O)NC2(CCCC2)C1=O)OCc1ccc(Cl)c(Cl)c1	i	11	14	0.0	-6	-3	-1	-12	7
Cc1cc(C)c(S(=O)(=O)N2CCN(C(=O)c3cccs3)CC2)c(C)c1	i	-11	3	-0.4	2	1	-5	18	6
COc1cc(NC(=S)NCCCN2CCOCC2)c(OC)cc1NC(=O)c1ccco1	i	-7	20	0.6	-2	0	-3	11	-2
COc1ccccc1N1CCN(C(=O)c2cc(-c3cccc(Cl)c3)on2)CC1	i	8	-8	-0.9	1	1	-2	-3	29
COc1ccccc1/C=N/NC(=O)c1cc2c(ccc3ccccc32)o1	+	2	1	-0.7	-1	-2	-7	11	19
O=C(CSc1n[nH]c(=O)n1C1CC1)Nc1cc(Cl)ccc1Oc1ccccc1	i	3	15	-0.6	-3	8	3	3	-2
Cc1occc1C(=O)N/N=C/c1ccc2c(c1)OCO2	i	8	-2	2.7	4	0	-3	-7	-3
Cc1cc(=O)n2nc(N3CCCC(C(=O)Nc4ccc(C)c(C)c4)C3)sc2n1 (stereo not drawn)	i	-9	2	-0.6	0	0	-2	-18	-2
CC(OC(=O)c1ccc([N+](=O)[O-])cc1)C(=O)NCC1CCCCC1 (stereo not drawn)	i	0	-5	0.0	-1	1	1	24*	34
Cc1cccc(/C(N)=N/OC(=O)Cc2cccc3ccccc23)c1	i	-6	3	0.2	1	-2	-10	2	8
Cc1cccc(N(C)c2cc(C)nc3ncnn23)c1	i	6	-10	0.2	1	0	-13	-7	-7
Cc1ccc(S(=O)(=O)Nc2ccccc2C(=O)OC(C)C(=O)Nc2ccc3ccccc3c2)cc1[N+](=O)[O-] (stereo not drawn)	i	-5	10	-0.7	0	-4	-2	-6	36
Cc1nc(NC(=O)c2ccccc2)sc1C	i	5	16	1.0	2	0	-3	-3	0
CC(C)CN(C(=O)c1ccc(S(=O)(=O)N2CCCC2)cc1)C1CCS(=O)(=O)C1 (stereo not drawn)	i	3	-1	0.3	1	3	-7	11	-9
CN(CCOc1ccc(Cl)cc1)C(=O)c1ccccc1SCC(=O)N1CCCC1	i	-17	-1	-0.3	0	-3	-3	-7	-1
Cc1ccc2oc(Nc3nc(C)cc(C)n3)nc2c1	i	-1	9	2.6	7	0	0	11	-1
COC(=O)c1ccc(C(=O)OC)c(NC(=S)N2CCCCC2)c1	·	-11	5	0.7	2	-2	-4	1	-2
CS(=O)(=O)NNC(=O)CN1C(=O)C2C3C=CC(C3)C2C1=O (stereo not drawn)	i	12	8	0.5	-1	3	-1	-4	-1
Cc1cccc(C)c1NC(=O)CNC(=O)C1CCCC1	i	0	-18	0.2	1	0	-4	14	-5
Cc1ccc(S(=O)(=O)N2CCCCC2)cc1NC(=O)COC(=O)Cc1cccc(C(F)(F)F)c1	i	5	10	0.3	0	-1	0	-4	2
Cc1cccc(NC(=S)NC2CC3CCCC(C2)N3CC(C)C)c1 (stereo not drawn)	i	-8	-4	1.0	6	1	2	-1	-9
Cc1ccc(C(=O)OCC(=O)NCCC2=CCCCC2)cc1N	i	2	-11	-0.5	1	-2	-1	0	-6
CN(NC(=O)c1c(Cl)cccc1Cl)c1cccc(Cl)n1	i	-2	-8	-0.1	2	-2	-9	3	-2
Cc1cccc(N(Cc2ccccc2F)S(C)(=O)=O)c1	i	-1	-8	-0.3	-7	4	-1	17	-3
Cc1ccc(-c2csc3ncnc(SCC(=O)c4ccc5c(c4)OCCO5)c23)cc1	i	-16	9	-1.1	-6	0	-2	-8	30
O=C(CC12CC3CC(CC(C3)C1)C2)NCCN1CCOCC1	i	-3	-2	-0.4	10	1	-2	-2	-7
CCOC(=O)N1CCN(C(=O)c2ccc3c(=O)n(-c4ccc(F)cc4)c(=S)[nH]c3c2)CC1	i	-6	3	0.7	-1	5	0	8	-4
Cn1nnnc1SCc1csc(C2C(C#N)=C(N)OC3=C2C(=O)CCC3)c1 (stereo not drawn)	i	5	-3	0.9	0	0	-4	-7	0

Retrieved by structure from the list above, 2 records:
SMILES	Neddyl block	eLon inh	SKN-1 inh	MsrA inh	MT1-MMP act inh	Rin1-Abl PPI inh	MsrA act	CendR NRP1 mod	FAS TE block
CCOC(=O)N1CCN(C(=O)C2CC(=O)N(c3ccccc3)C2)CC1 (stereo not drawn)	i	-1	-3	0.4	3	-2	-4	-17	-5
O=C(NC1CCCCC1)c1cccc(COCC(F)(F)F)c1	i	-2	3	0.1	0	2	-2	-6	1

(continued)
SMILES	Neddyl block	eLon inh	SKN-1 inh	MsrA inh	MT1-MMP act inh	Rin1-Abl PPI inh	MsrA act	CendR NRP1 mod	FAS TE block
O=c1[nH]c(CN2CCOCC2)nc2cc(Cl)ccc12	i	-6	1	-1.2	0	1	-6	-5	-4
CC(C)c1cc(C(=O)N/N=C/c2ccoc2)cs1	i	-21	7	-0.9	-1	-2	-3	-1	-6
O=C(O)c1cccc(NC(=S)NC(=O)c2ccncc2)c1	i	0	6	0.0	0	3	-2	6	-4
CC(C)N(C(=O)[C@H]1C[C@H](CC(=O)NCCc2ccccn2)C(=O)N2CCc3c([nH]c4cc(-c5ccco5)ccc34)[C@]12C)C(C)C	·	-14	-3	1.3	-3	3	-2	-2	1
Cc1cccc2c3nc4ccccc4nc3n(CCCN3C(=O)c4ccccc4C3=O)c12	i	10	2	0.9	-8	0	-4	0	21
COC(=O)CSc1nnc(CNC(=O)c2ccc(OC)c(OC)c2)n1C	i	7	17	0.7	2	-2	-2	2	-4
O=c1c2c(-c3ccccc3)csc2nc2c3ccccc3c(NCCN3CCOCC3)nn12	·	2	0	0.0	-3	-22	0	2	9
CN(C)CCNC(=O)c1cccc(-c2cccc3nncn23)c1	·	1	17	-0.9	1	1	0	-6	-11
S=C(NCCCc1cnc[nH]1)NCCCN(Cc1ccc(Cl)cc1)c1ccc(Br)cn1	i	-3	27	-0.4	4	-1	-1	12	-129
C[C@H](CO)N1C[C@H](C)[C@@H](CN(C)S(C)(=O)=O)Oc2ccc(NC(=O)CCN3CCOCC3)cc2C1=O	i	-4	11	1.3	5	0	-3	0	-10
N=c1n(CCCOc2ccc(Br)cc2)c2ccccc2n1CC(N)=O	i	4	-10	-0.5	-10	1	-4	-23	-2
COc1cccc(CNC(=O)CC2Sc3ccccc3NC2=O)c1 (stereo not drawn)	i	-7	-14	-0.1	1	0	-2	-12	0
Cc1noc(COc2ccccc2OCC(O)CNC(C)(C)C)n1 (stereo not drawn)	i	-2	3	-0.3	4	-4	-1	4	-1
